# ALOX12 inh = ALOX12 (human) lipoxygenase inhibition; P18054; 580,000 compounds, 1.1% hits; AID 1671190; purified 12hLO, xylenol orange hydroperoxide absorbance; Potency, µM (top dose mostly 108 µM), for inactives: at the highest dose activity change, negative = inhibition, most hits filed as inhibitors; active = well fitted inhibition curve with a large enough effect; inconclusive = small, poorly fitted or top-dose-only effect, or another doubt; inactive = no such curve, though single readings can be large or run the other way; note: potency is the fitted concentration of half-maximal effect
# Target sequence (P18054 whole entry, looked up): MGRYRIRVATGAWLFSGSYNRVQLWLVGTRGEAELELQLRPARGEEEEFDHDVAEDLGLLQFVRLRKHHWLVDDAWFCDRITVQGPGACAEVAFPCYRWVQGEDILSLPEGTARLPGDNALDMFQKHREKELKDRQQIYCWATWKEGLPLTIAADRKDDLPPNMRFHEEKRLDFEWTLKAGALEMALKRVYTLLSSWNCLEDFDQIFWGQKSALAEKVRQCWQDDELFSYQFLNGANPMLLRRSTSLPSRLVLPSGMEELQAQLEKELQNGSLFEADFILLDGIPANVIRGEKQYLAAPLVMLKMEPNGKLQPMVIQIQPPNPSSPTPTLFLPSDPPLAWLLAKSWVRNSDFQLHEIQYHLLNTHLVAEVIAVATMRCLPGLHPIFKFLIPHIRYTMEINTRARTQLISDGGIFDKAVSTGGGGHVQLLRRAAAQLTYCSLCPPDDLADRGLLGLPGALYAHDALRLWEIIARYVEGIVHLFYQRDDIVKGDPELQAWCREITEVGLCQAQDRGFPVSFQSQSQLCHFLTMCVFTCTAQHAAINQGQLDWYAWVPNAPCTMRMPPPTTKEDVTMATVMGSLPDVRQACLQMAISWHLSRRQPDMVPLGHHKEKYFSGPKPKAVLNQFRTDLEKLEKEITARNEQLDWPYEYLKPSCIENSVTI
#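 Hydroperoxide product was detected by ferrous iron/xylenol orange as the 573 to 405 nm absorbance ratio. Arachidonic acid at 40 uM (final) was turned over for 30 min at room temperature by 150 nM human 12hLO, pH 7.0 Hepes buffer, after 15 min compound preincubation.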
# LDHA inh = LDHA (human) enzyme inhibition; activity change, % (values are at about 110 or 230 µM); purified LDHA, NADH/diaphorase-resazurin fluorescence; hits give low values; 480,000 compounds, 0.15% hits; P00338; in the data active = activity change below about -30%; inconclusive = mostly about -25% to -30%;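 note: plate controls were DMSO wells for no effect and wells without enzyme for full effect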
#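 Human LDH5 at 2 nM final in Tris HCl pH 7.4 with 0.06 mM NADH and 0.2 mM pyruvate, reacted 5 minutes at room temperature. Remaining NADH coupled via diaphorase/resazurin; resorufin fluorescence read at 0 and 20 minutes, normalized to enzyme-free and DMSO wells.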
# * = called active by the depositor; ? = inconclusive; [ ] = dose if it differs, or a comment. Unless noted, % is set by controls: 0 for no effect and ±100 for the full control effect.
SMILES,ALOX12 inh,LDHA inh
CCOc1ccc(C(=O)Nc2cccc3ccc(C)nc23)cc1,17.1%,-12.7
CCOc1ccc2c(c1)C(C)=CC(C)(C)N2S(=O)(=O)c1ccc(Br)cc1,-5.5%,9.4
Cn1c(=O)c2c(nc(N3CCCC3)n2CCCc2ccccc2)n(C)c1=O,-11.4%,4.6
CSC1CCCCC1(O)CSc1nc(-c2ccc(C)cc2)cc(-c2ccccc2)c1C#N (stereo unspecified),-1.6%,5.9
CCCCCNC(=O)c1nccnc1N,15.5%,-1.1
O=C1C(O)=C(c2ccccc2)C(c2ccccc2F)N1c1ccc(F)cc1 (stereo unspecified),-9.1%,-40.8*
CC(C)(C)c1ccccc1NC(=O)COc1ncnc2ccccc12,-55.8%,-2.0
CCN(CC)CCCNC(=O)c1cc(-c2ccc(OC)cc2)nc2ccccc12,6.31µM*,5.2
Cc1cc(C)c(/C=C/C(=O)c2ccccc2)c(C)c1,0.5%,15.0
CC(C)N(C)S(=O)(=O)c1ccc(Cl)c(C(=O)NCc2ccnc(N3CCCC3)c2)c1,62.8%[activator],?
COc1cccc(/C=C/C(=O)c2ccc(OC(F)F)cc2OC(F)F)c1OC,33.6%[activator],13.9
Fc1ccc(OCc2nnc(-c3ccc(Br)o3)o2)cc1,19.0%,2.8
O=S(=O)(Nc1nc2ccccc2nc1Nc1cccc(F)c1)c1cccc2nsnc12,?,0.6
COc1cccc(C2=NN(S(=O)(=O)c3ccccc3)C(c3ccc4nccnc4c3)C2)c1 (stereo unspecified),18.3%,-3.1
Cc1ccc(-c2cnc(CCC(=O)NCc3ccccc3)o2)cc1C,?,-5.9
CCOC(=O)c1ccccc1NC(=O)Cn1ccn2nc(-c3ccc(Cl)cc3)cc2c1=O,0.0%,-10.3
CCC(CC)C(=O)Nc1ccc(C)c(C)c1,23.5%,-3.9
COc1cc(OC)c(-c2nc(-c3ccc(Br)cc3)no2)cc1OC,0.1%,6.5
COc1cn(CC(=O)Nc2ccc(C(N)=O)cc2)c(CSc2ccccc2)cc1=O,?,0.5
Cc1nc2n(n1)C(C(=O)Nc1ccc(C(C)C)cc1)CC(=O)N2 (stereo unspecified),-18.1%,1.9
O=C(Nc1ccc2c(c1)CCC2)c1c(F)c(F)c(F)c(F)c1F,4.7%,-1.5
CCCCn1nnnc1C(c1ccccc1)N1CCN(c2ncccn2)CC1 (stereo unspecified),-4.5%,-9.8
CC(C)NC(=O)c1cccc2c1CCCN2CC(=O)NC(C)c1ccccc1 (stereo unspecified),?,-3.0
N#Cc1ccccc1CSc1nnc(N2CCCCC2)n1-c1ccccc1,13.3%,3.1
O=C(O)c1ccc(CNC(=O)c2ccccc2C(F)(F)F)cc1,?,-4.1
N#CC1(NC(=O)CNc2cccc(Cl)c2F)CCCC1,?,5.5
CC(CSc1nc2ccccc2o1)Cn1c(N2CCOCC2)nc2c1c(=O)[nH]c(=O)n2C (stereo unspecified),-23.5%,0.4
Cc1ccc(-c2csc(-c3ccccc3N)n2)cc1,?,6.7
O=c1cc(CN2CCN(c3ccccc3)CC2)c2cc(Cl)ccc2o1,-21.1%,-1.0
O=C(NCc1ccco1)c1cc2ccccc2oc1=O,-11.6%,9.5
Cc1ccc(NC(=O)COC(=O)c2cc3ccccc3[nH]2)cc1C,?,-16.1
CN(C)c1ncnc2scc(-c3ccc(F)cc3)c12,10.0%,1.0
CC(C)CCCNC(=O)NC(C)c1ccc(C#N)cc1 (stereo unspecified),-18.5%,2.9
CCNC(=O)NC(=O)C(C)N(C)CCC(=O)NC (stereo unspecified),?,4.5
CN(C)c1ccc(C=Nc2ccc(Nc3ccccc3)cc2)cc1,7.94µM*,7.8
CC(CCc1ccccc1)NC(=O)c1cc(Cl)ccn1 (stereo unspecified),-41.3%,0.2
COc1ccccc1-c1noc(CCCC(=O)Nc2ccc(S(=O)(=O)N3CCOCC3)cc2)n1,?,-0.7
COc1ccccc1CC(=O)NC(C)C1CC2CCC1C2 (stereo unspecified),-30.7%,-9.0
CC1CCc2nc3ccc4ccccc4c3c(-c3ccccc3O)c2C1 (stereo unspecified),?,9.8
CC(=O)Nc1cc(-c2nc3cc(C)ccc3o2)ccc1Cl,3.6%,1.6
S=C1NC2(CCCCCCCCCCC2)NN1c1ccc(Cl)cc1,?,2.3
COC(=O)c1ccccc1NC(=O)N1CCN(c2ccc(=O)n(-c3ccc(C)cc3)n2)CC1,4.2%,-1.0
CC(=O)Nc1ccc(NC(=S)NC(NC(=O)C(C)(C)C)C(Cl)(Cl)Cl)cc1 (stereo unspecified),?,-2.8
Cc1cccc(-c2ccccc2N)c1,5.5%,7.1
CN(CC(=O)Nc1ccc(Cl)cc1)CC(=O)N(C)C1(C#N)CCCCC1,-6.0%,-1.4
CC(C)(C)c1ccc(COC(=O)c2ccc(S(C)(=O)=O)cc2)cc1,-28.6%,-1.1
O=C1C=C(OCCF)CC(c2ccc(Br)cc2)O1 (stereo unspecified),-1.6%,-4.8
CC(C)(C)NC(=O)c1cc(-c2cccs2)nc2ccccc12,-9.8%,2.2
CCCCNC(=S)NC1CCCC(C)C1C (stereo unspecified),?,4.1
CCN(CC)c1nc2ccccc2nc1C(=O)Nc1c(C)cccc1C,16.0%,-0.8
Cn1c(-n2cccc2)c(-c2c(-c3ccc(Cl)cc3)[nH]c3c2c(=O)[nH]c(=O)n3C)c(=O)[nH]c1=O,-24.8%,3.6
CC1C(=O)N2CCCc3cc(S(=O)(=O)N(Cc4ccccc4)c4ccccc4)cc1c32 (stereo unspecified),10µM*,2.2
Cc1cc2oc(=O)cc(CSc3nnnn3C3CC3)c2cc1C,?,5.2
CC(=O)NC1C(=O)N(CCOc2cccc(C)c2)c2ccc(C)cc21 (stereo unspecified),49.8%,-0.9
COc1ccc2c(CCNC(=O)c3ccc(C)cc3)c[nH]c2c1,-63.8%,-1.0
Clc1ccc(CN2CCN(c3ncnc4nc[nH]c34)CC2)cc1,-12.0%,8.2
Clc1ccc(N/N=C/c2c(Cl)cccc2Cl)cc1Cl,?,15.6
C=CCn1c(C)cc(C(=O)COc2ccc3ccc(=O)oc3c2)c1C,?,-12.2
COC(CN(C)C(=O)c1cc(Nc2ccc(C)c(C)c2)nc2ccccc12)OC,-3.6%,16.6
Cc1csc(NC(=O)CCc2nc(-c3ccsc3)no2)n1,-38.3%,5.7

# Further entries.
SMILES,ALOX12 inh,LDHA inh
Cc1ccc(Sc2c(C)nn(C(=O)C3CCCN3S(=O)(=O)c3ccccc3)c2C)cc1 (stereo unspecified),5.0%,1.6
CCCCCOc1ccc(S(=O)(=O)c2ccc(OCCCCC)cc2)cc1,7.3%,1.1
O=S(=O)(c1cccc(F)c1)N1CCC(N2CCOCC2)CC1,-2.2%,4.9
CCOC(=O)c1c(C)[nH]c(NC(=O)Nc2cccc(C)c2)c1C,-25.5%,2.9
Cc1ccc(-c2nnn(Cc3csc(-c4ccc(C)cc4)n3)n2)cc1,4.0%,0.2
Cc1cc(C(=O)O)c(C)s1,-10.9%,4.6
O=C(Cc1csc(-c2ccccc2)n1)Nc1ccnn1Cc1cccc(Cl)c1,1.2%,-1.6
CC1(C)CC(C(CC#N)Cc2ccccc2)CCO1 (stereo unspecified),17.3%,-1.9
CCC(CO)(CO)NC(=O)c1nc(-c2ccc3cc[nH]c3c2)no1,?,-2.8
Cc1cc(=O)n2c3ccccc3n(CC(O)CNc3ccc(F)cc3)c2c1C#N (stereo unspecified),1.2%,-8.1
CCCCn1nc(C(=O)Nc2cc(C(=O)O)ccc2C)c2ccccc2c1=O,4.8%,0.5
S=C(NN=C1CCC(c2ccccc2)CC1)NC1CCCCC1 (stereo unspecified),35.5µM*,-1.5
Cc1ccc(NC(=O)Cn2cnc3c2c(=O)n(C)c(=O)n3C)c(Cl)c1,-0.7%,1.2
Cc1ccc(C)c(OCCOC(=O)c2ccc(CS(C)(=O)=O)cc2)c1,-4.5%,-13.9
Cc1ccccc1-c1cc(=O)c2cc(NC(=O)c3ccco3)ccc2o1,-28.5%,-5.4
CCCc1c(C(=O)OCC)nnc2c(-c3ccc(F)cc3)c(C)nn12,-5.3%,-19.2
CCN(CC)C(=O)c1sc2nc(C(C)(C)C)nc(C)c2c1C,-22.0%,0.0
COC(=O)c1nc2n(n1)C(c1ccccc1F)C(C(=O)Nc1ccc(C)cc1C)=C(C)N2 (stereo unspecified),-24.3%,-6.8
Cc1oc(CO)cc1C(=O)OC(C)C(=O)Nc1cc(F)ccc1F (stereo unspecified),-8.3%,8.4
Cc1nnc(NC(=O)C2(c3ccc(F)cc3)CCC2)s1,4.0%,4.6
Cc1ccc(C)c(NC(CC(=O)c2ccccc2)C(=O)O)c1 (stereo unspecified),?,5.4
COc1ccc(/C=C/c2ccc3ccccc3n2)cc1O,?,5.4
CCCCn1c(=O)[nH]c(=O)c2c1nc(CCC(=O)NC1CCCCCC1)n2CC(C)C,16.8%,5.2
O=C(CCn1nc(-c2ccccc2)c2ccccc2c1=O)Nc1cccc2ccccc12,?,5.4
CC(=O)Oc1ccccc1C(=O)Oc1cccc(C)c1,14.8%,-3.8
COC(=O)C[N+]1(CC=C(C)C)CCCCC1,-36.5%,3.4
O=C(COC(=O)c1ccco1)c1ccc2c(c1)OCCCO2,?,-4.5
CCCCCC1CCC(c2ccc(OC(=O)c3ccco3)cc2)CC1 (stereo unspecified),8.5%,-20.0
Cn1nc(-c2ccc(C(=O)N3CCCC3)cc2)c2ccccc2c1=O,22.4%,0.0
CN1CCN(C(=O)c2ccc(CNC(=O)c3cc(=O)[nH]c4ccccc34)cc2)CC1,4.8%,4.4
C/C(=N/O)c1cc(C)ccc1O,-18.5%,1.7
CSc1ccc(Cl)c(C(=O)NC(C)c2ccncc2)c1 (stereo unspecified),-1.9%,-3.8
CC(=O)Nc1ccc(NC(=O)Cn2c(C)cc3ccccc32)cc1,-18.3%,5.8
Cc1ccc(C)c(S(=O)(=O)Nc2nc3ccccc3nc2Nc2ccc(C(=O)O)cc2)c1,-27.4%,-2.8
CCn1nc(C(=O)Nc2nnc(Cc3ccccc3)s2)c2ccccc2c1=O,-3.2%,10.8
O=C(Nc1ccc2nc[nH]c(=O)c2c1)c1ccc(Br)cc1,?,5.5
CCCn1c(-n2nc(C)cc2C)nc2c1c(=O)n(Cc1cccc(Cl)c1)c(=O)n2C,-5.1%,-5.6
COc1ccc(NC(=O)N[C@H]2C=C[C@@H](CC(=O)NC3CCC3)O[C@@H]2CO)cc1,-10.5%,-0.7
Cc1nccc(CNc2ncc(C(N)=O)cc2Cl)n1,?,8.0
CN(Cc1ccc(Cl)s1)C(=O)CSc1nnc(COc2ccccc2Cl)n1C,12.4%,0.6
COc1cc(OC)cc(C2=Cc3ccccc3C(CC(=O)c3ccco3)N2c2ccc(-c3ccc(C(N)=O)cc3)cc2)c1 (stereo unspecified),0.0%,13.1
O=C(NC1CCN(CC(F)(F)F)CC1)c1ccc(F)cc1,-2.4%,0.1
COc1ccc(Nc2nc3ccccc3nc2NS(=O)(=O)c2ccc(Cl)s2)c(OC)c1,7.7%,0.8
CCN1CCN(c2nc(C)c3c(c2C#N)CCCC3)CC1,?,-2.0
O=C(O)c1ccc(/C=C/c2nc(-c3ccc(Cl)cc3)cs2)cc1,-26.4%,2.7

# Filtered by structure: the entries above containing a thiophene ring, fused or not
SMILES,ALOX12 inh,LDHA inh
CN(C)c1ncnc2scc(-c3ccc(F)cc3)c12,10.0%,1.0
CC(C)(C)NC(=O)c1cc(-c2cccs2)nc2ccccc12,-9.8%,2.2
Cc1csc(NC(=O)CCc2nc(-c3ccsc3)no2)n1,-38.3%,5.7
Cc1cc(C(=O)O)c(C)s1,-10.9%,4.6
CCN(CC)C(=O)c1sc2nc(C(C)(C)C)nc(C)c2c1C,-22.0%,0.0
CN(Cc1ccc(Cl)s1)C(=O)CSc1nnc(COc2ccccc2Cl)n1C,12.4%,0.6
COc1ccc(Nc2nc3ccccc3nc2NS(=O)(=O)c2ccc(Cl)s2)c(OC)c1,7.7%,0.8

# Next part
SMILES,ALOX12 inh,LDHA inh
Cc1csc(NC(=O)c2[nH]c3c(c2C)C(=O)CCC3)n1,25.3%,4.2
O=C(CSc1nc2ccccc2o1)NC(=O)NC1CCCC1,39.1%[activator],-2.7
CC1(C)CCc2c(cc(OCC(=O)c3ccccc3)c3c(-c4ccccc4)cc(=O)oc23)O1,-4.5%,-3.6
Cc1c(C(=O)NCc2ccccn2)sc2ccccc12,14.1%,3.0
COc1cc(C(=O)N(CC#N)C2CC2)cc(OC)c1C,-25.7%,6.6
CN(/C=C/[N+](=O)[O-])c1ccccc1,?,0.1
COc1cc(/C=C/c2nc(C#N)c(NCc3ccc4c(c3)OCO4)o2)cc(OC)c1OC,-12.2%,-23.6
CCOc1ccccc1C(=O)Nc1c(NC2CCCCC2)c2ccccc2oc1=O,-28.0%,11.8
c1cc(-c2ccn[nH]2)ccn1,16.4%,9.6
O=C(CSc1nncn1C1CC1)c1c[nH]c2ccccc12,2.7%,7.2
COc1ccccc1N1CCN(CC(=O)Nc2ccc(C)cc2Cl)CC1,9.4%,10.5
CCOC(=O)CCCSc1ccc2c(c1)OCCO2,51.2%,2.1
COCCCn1c(C)cc(C(=O)CN2C(=O)NC(Cc3c[nH]c4ccccc34)C2=O)c1C (stereo unspecified),0.3%,-13.7

# Assay outcomes deposited in PubChem by National Center for Advancing Translational Sciences (NCATS).

# This is a subset; count on the stated rates, not on these rows.
